Screening data from PubChem BioAssay.
All columns: NCI-60 one-dose screen, growth in % after 48 h at 10 µM unless noted; 100 = growth as untreated, 0 = no growth, -100 = all killed.
SN12C: SN12C renal cancer cells. 3.8% of 81,000 active. AID 1794767
A498: A498 renal cancer cells. 5.4% of 76,000 active
TK-10: TK-10 renal cancer cells; 3.9% of 81,000 active
UO-31: UO-31 renal cancer. 5.2% of 81,000 active. AID 1794768
RXF 393: RXF 393 renal cancer cells; 6.9% of 77,000 active; AID 1794773
ACHN: ACHN renal cancer | 4.9% of 81,000 active | AID 1794771
CAKI-1: CAKI-1 renal cancer | 4.7% of 75,000 active
DU-145: DU-145 prostate cancer | 4.2% of 81,000 active
786-0: 786-0 renal cancer cells; 5.1% of 81,000 active; AID 1794775
* = called active by the depositor; / = no result given; & = joins results of further samples; [ ] = dose if it differs, or a comment. How the source made its calls: active means growth percent below 10; inactive means the rest. An unsorted share of the library. Share with any hit: about 11%.

SMILES	SN12C	A498	TK-10	UO-31	RXF 393	ACHN	CAKI-1	DU-145	786-0
COc1ccc2[nH]cc(-c3nc(-c4c[nH]c5ccncc45)cs3)c2c1	72	82	71	49	-1.0*	4.6*	9.1*	33	-86*
C=CC[C@@H](C[C@@H](C)CC[C@H]1O[C@]1(C)C(O)CC(=C)C(C)C)OC(C)=O (stereo not given in full)	94	110	/	92	108	105	102	90	98
C#CCn1c2c(c3ccccc31)C[C@]1(C)[C@H]3CC=C4[C@@H]5CC(C)(C)CC[C@]5(C(=O)N5CCOCC5)CC[C@@]4(C)[C@]3(C)CC[C@H]1C2(C)C	95	91	107	87	/	97	75	108	85
O=C1c2cccc3cccc(c23)C(=O)N1c1c(Cl)cc(Cl)cc1Cl	94	97	109	79	127	101	96	113	107
CCCOC(=O)c1cc(O)ccc1O	94	86	101	84	110	104	103	103	103
COc1cccc(-c2nc3sccn3c2-c2ccnc(NCCNS(=O)(=O)c3c(Cl)cccc3Cl)c2)c1	60	49	68	24	70	44	36	63	63
C1CN(C[C@H]2CO[C@H](CN3CCOCC3)CO2)CCO1	92	/	96	70	117	104	96	121	100
O=C(O)C1(O)C[C@@H](O)C(O)[C@H](O)C1 (stereo not given in full)	97&114	105&108	96&105	91	109&110	106&104	115	101&122	109
O=C(Nc1cc(Cl)ccc1O)c1ccc(Nc2ccnc(C(F)(F)F)c2)cc1	36	36	79	13	99	24	59	43	49
CC1=C2[C@@H](CC1)[C@]1(C)O[C@@](C3CCCCC3)(C[C@H]1OC(=O)CO)[C@H]2OC(=O)/C=C/c1ccccc1	32	-90*	98	-5.9*	40	3.3*	78	89	56
COc1c(/C=N/N=c2sc(C(=O)c3cc4ccccc4o3)nn2-c2ccc(C)cc2)c(O)cc2oc(C)cc(=O)c12	105	127	105	77	99	81	83	111	99
COc1ccccc1NCc1cccn1Cc1ccc(F)cc1	98	86	91	76	/	93	94	90	93
COc1cc2cc(Oc3ccc(NC(=O)Nc4ccc(Cl)c(Cl)c4)cc3)c(C)nc2cc1OCCN(C)C	98	90	126	97	62	112	99	101	98
CC(=O)Nc1cccc(Nc2nccc(N[C@@H](C)c3ccccc3)n2)c1	15	68	29	26	21	13	29	25	27
C(CCCCCN1CCOCC1)CCCCN1CCOCC1	99	89	90	64	100	103	91	110	98
Nc1nc(N)c(N=O)c(Nc2ccc(S(N)(=O)=O)cc2)n1	91	96	89	89	106	90	98	111	100
COc1ccc(N=Nc2c(N)nn3c(-c4ccc(Br)cc4)ccnc23)cc1	100	101	102	100	111	107	105	107	83
Fc1cc(F)cc(NNC(=S)c2ccccc2)c1	10.0*	14	92	26	-11*	55	56	58	53
COc1cc(OC)cc(C(=O)Nc2cccc(Cn3c(=O)[nH]c4ccc(Oc5ncccn5)cc4c3=O)c2)c1	104[9.25 µM]	77[9.25 µM]	108[9.25 µM]	79[9.25 µM]	97[9.25 µM]	95[9.25 µM]	91[9.25 µM]	83[9.25 µM]	97[9.25 µM]
COC(=O)c1cc2c(cc1C(=O)OC)[n+](Cc1ccc3ccccc3c1)cn2Cc1ccc2ccccc2c1	103	97	85	81	84	108	/	102	95
O=C(O)c1cccc([N+](=O)[O-])c1	103	102	110	90	117	114	100	104	104
Nc1ccc(-c2nnc(Cn3c(COc4cccc5ccccc45)nc4ccccc43)o2)cc1	97	99	103	72	115	100	92	119	110
CSC(=N\N=C\c1ccc2c(c1)OCO2)/N=C/N(C)C	91	98	100	82	98	101	89	111	94
CCC(C)C(C(=O)O)n1c(O)c(C=C2N=c3ccccc3=N2)sc1=S (stereo not given)	98	103	102	83	107	97	91	117	99
c1ccc(-c2cn3ccnc3c(-c3ccccc3)n2)cc1	90	77	104	77	87	98	94	95	94
COc1cc2c(c(OC)c1)C1c3cc(OC)ccc3NC(=O)N1CC2 (stereo not given)	89	75	82	79	98	100	78	102	96
Cn1c(=O)c2[nH]c(CCl)nc2n(C)c1=O	105	108	80	92	112	100	98	113	98
COc1cc(C)cc(C(O)Cc2cccc(-c3ccc(N(Cc4ccccc4)Cc4ccccc4)cc3)n2)c1 (stereo not given)	82	79	86	50	79	98	69	88	99
O=C(Nc1cccc([N+](=O)[O-])c1)OCC#CCCl	72	66	68	61	/	84	86	76	81
COc1ccc(/C=C2\N=C(c3ccccc3)OC2=O)cc1OC	111	114	110	81	126	106	104	126	107
CCOCc1cc(-n2c(-c3ccc(Cl)cc3)cc(C(=O)OCC)c2C)ccc1O	88	89	102	79	92	89	72	106	93
COc1ccc(Cn2cc(CNC(=O)c3cccnc3Nc3ccc(F)cc3)nn2)cc1	111	95	115	67	105	108	98	108	/
CC1=C(C(=O)Nc2ccccc2)C(c2ccc3c(c2)OCO3)NC(=S)N1 (stereo not given)	104	114	98	88	129	107	97	111	101
CCCCc1ccc(N2CCC(=O)NC2=S)cc1	102	103	97	87	131	107	90	110	108
COC(=O)c1cccc(Oc2ccc(NC(=O)Nc3cc(C(F)(F)F)ccc3F)cc2)c1	76	95	88	74	41	56	62	79	47
c1ccc(OCCN2CCNCC2)cc1	106	117	110	96	109	111	103	117	118
CC1(C)CCC2=C1CC(O)C1(F)C2CCC2=CC(=O)CCC21C (stereo not given)	86	/	109	77	98	106	93	96	103
COCCCNc1ncnc2c1cnn2C	101	114	110	81	108	107	90	104	100
NC(=O)C1(Nc2ccc(C(=O)O)cc2)CCCC1	101	99	106	95	117	88	91	120	99
NC(=O)c1ccccn1	97	91	/	92	/	102	100	103	101

A different layout for 3 compounds above:
SMILES: Cn1c(=O)c2[nH]c(CCl)nc2n(C)c1=O
- SN12C: 105
- A498: 108
- TK-10: 80
- UO-31: 92
- RXF 393: 112
- ACHN: 100
- CAKI-1: 98
- DU-145: 113
- 786-0: 98
SMILES: COc1cc(C)cc(C(O)Cc2cccc(-c3ccc(N(Cc4ccccc4)Cc4ccccc4)cc3)n2)c1 (stereo not given)
- SN12C: 82
- A498: 79
- TK-10: 86
- UO-31: 50
- RXF 393: 79
- ACHN: 98
- CAKI-1: 69
- DU-145: 88
- 786-0: 99
SMILES: O=C(Nc1cccc([N+](=O)[O-])c1)OCC#CCCl
- SN12C: 72
- A498: 66
- TK-10: 68
- UO-31: 61
- RXF 393: /
- ACHN: 84
- CAKI-1: 86
- DU-145: 76
- 786-0: 81

The list continues.
SMILES	SN12C	A498	TK-10	UO-31	RXF 393	ACHN	CAKI-1	DU-145	786-0
O=C(O)c1cc(-c2cccc(Cl)c2)nc2ccccc12	92	118	105	82	113	97	94	104	101
COc1cc(C2CC(c3ccc(Nc4nc(NCCO)nc(NCCO)n4)cc3)=NN2c2cc(Cl)cc(Cl)c2)cc(OC)c1OC (stereo not given)	13	97	-26*	49	-42*	67	/	13	-18*
O=C(Nc1ncc(Cc2cccc(Cl)c2)s1)C1=NCCCN1	98	111	103	78	122	101	86	109	101
Cn1c(=O)[nH]c2nc(SC/C(=N/O)c3ccc(Br)cc3)[nH]c2c1=O	102	90	100	90	/	102	93	106	105
NC(N)=NS(=O)(=O)c1ccc(Nc2nc(N3CCOCC3)c3ccccc3n2)cc1	113	/	107	77	94	97	93	107	102
O=C1COC(c2ccccc2O)=NN1CCCl	98	84	111	98	103	108	119	107	101
CC(=O)c1c(C)[nH]c2c1c(-c1cccc3c1OCO3)nc1ccccc12	88	110	110	53	119	96	99	98	92
COc1ccc(C(=O)c2c(-c3[nH]c4ccccc4c3C(=O)c3ccc(OC)cc3)[nH]c3ccccc23)cc1	95	95	172	79	75	69	51	96	71
NC(=S)c1cccnc1	101	/	96	97	114	106	109	110	105
c1ccc(OCCOCCOc2ccccc2-c2ccccc2)cc1	101	95	100	77	108	95	94	107	109
Cc1[nH]c(C(=O)Nc2nc3ccc(NC(=O)c4cccnc4)cc3s2)c(Cl)c1Cl	92	75	126	90	109	105	107	84	106
CC1CCC(N2CCCn3c2nc2c3c(=O)n(C)c(=O)n2C)CC1 (stereo not given)	101	92	102	94	109	97	93	98	89
CCN1C(=O)C(C)C=C(C)C=C1C (stereo not given)	112	112	105	87	106	102	107	91	115
COc1cc(C2NC(c3ccc(Cl)cc3)C(C)C(=NC(=O)c3cnccn3)C2C)cc(OC)c1OC (stereo not given)	107	112	103	83	94	102	85	115	92
COCCn1c(Nc2ccc(C(=O)NO)cc2)nc2ccccc21	66	84	27	50	39	57	47	/	84
O=C1/C(=C/c2cccc([N+](=O)[O-])c2)Oc2ccc(O)cc21	90	83	102	78	93	96	88	105	96
CC(NS(C)(=O)=O)c1ccccc1 (stereo not given)	94	114	106	81	128	99	93	107	98
Cc1ccccc1-n1c(C)nc2cc(NC(=O)c3cccs3)ccc2c1=O	102	92	108	114	129	107	101	103	101
O=S(=O)(Cl)c1cccc2cccnc12	106	119	106	78	114	100	96	107	100
Cc1cc(Nc2ccc(Br)cc2)nc(N)n1	100	78	82	82	100	/	/	98	76

16 consecutive entries out of the list so far:
SMILES	SN12C	A498	TK-10	UO-31	RXF 393	ACHN	CAKI-1	DU-145	786-0
COc1ccc2[nH]cc(-c3nc(-c4c[nH]c5ccncc45)cs3)c2c1	72	82	71	49	-1.0*	4.6*	9.1*	33	-86*
C=CC[C@@H](C[C@@H](C)CC[C@H]1O[C@]1(C)C(O)CC(=C)C(C)C)OC(C)=O (stereo not given in full)	94	110	/	92	108	105	102	90	98
C#CCn1c2c(c3ccccc31)C[C@]1(C)[C@H]3CC=C4[C@@H]5CC(C)(C)CC[C@]5(C(=O)N5CCOCC5)CC[C@@]4(C)[C@]3(C)CC[C@H]1C2(C)C	95	91	107	87	/	97	75	108	85
O=C1c2cccc3cccc(c23)C(=O)N1c1c(Cl)cc(Cl)cc1Cl	94	97	109	79	127	101	96	113	107
CCCOC(=O)c1cc(O)ccc1O	94	86	101	84	110	104	103	103	103
COc1cccc(-c2nc3sccn3c2-c2ccnc(NCCNS(=O)(=O)c3c(Cl)cccc3Cl)c2)c1	60	49	68	24	70	44	36	63	63
C1CN(C[C@H]2CO[C@H](CN3CCOCC3)CO2)CCO1	92	/	96	70	117	104	96	121	100
O=C(O)C1(O)C[C@@H](O)C(O)[C@H](O)C1 (stereo not given in full)	97&114	105&108	96&105	91	109&110	106&104	115	101&122	109
O=C(Nc1cc(Cl)ccc1O)c1ccc(Nc2ccnc(C(F)(F)F)c2)cc1	36	36	79	13	99	24	59	43	49
CC1=C2[C@@H](CC1)[C@]1(C)O[C@@](C3CCCCC3)(C[C@H]1OC(=O)CO)[C@H]2OC(=O)/C=C/c1ccccc1	32	-90*	98	-5.9*	40	3.3*	78	89	56
COc1c(/C=N/N=c2sc(C(=O)c3cc4ccccc4o3)nn2-c2ccc(C)cc2)c(O)cc2oc(C)cc(=O)c12	105	127	105	77	99	81	83	111	99
COc1ccccc1NCc1cccn1Cc1ccc(F)cc1	98	86	91	76	/	93	94	90	93
COc1cc2cc(Oc3ccc(NC(=O)Nc4ccc(Cl)c(Cl)c4)cc3)c(C)nc2cc1OCCN(C)C	98	90	126	97	62	112	99	101	98
CC(=O)Nc1cccc(Nc2nccc(N[C@@H](C)c3ccccc3)n2)c1	15	68	29	26	21	13	29	25	27
C(CCCCCN1CCOCC1)CCCCN1CCOCC1	99	89	90	64	100	103	91	110	98
Nc1nc(N)c(N=O)c(Nc2ccc(S(N)(=O)=O)cc2)n1	91	96	89	89	106	90	98	111	100

(listing goes on)
SMILES	SN12C	A498	TK-10	UO-31	RXF 393	ACHN	CAKI-1	DU-145	786-0
CC(=O)c1cc2c(N)c(C(=O)Nc3cccc(Cl)c3)sc2nc1C	93	37	90	79	80	93	/	87	89
Cc1cc(C)c2c(c1)N1OC(C2)C[C@H]1c1cccc2ccccc12 (stereo not given in full)	76	89	92	45	99	92	63	106	90
O=C(OC(=O)C1CCCCC1)C1CCCCC1	106	/	119	92	109	106	/	106	108
COc1cc(-c2ccc[nH]2)[nH]c1/C=C1\N=C(C)C(C(=O)NC(C)C)=C1C	38	68	18	-35*	48	13	20	21	8.1*
Nc1cc2c3cncnc3cc(-c3cccc(Cl)c3)c2c2ncncc12	81	57	105	44	67	64	78	89	82
COc1cc(C2N=C(NNc3ccccc3)NC(C)=C2C(C)=O)ccc1O (stereo not given)	95	105	149	63	/	63	57	108	102
N#CC(=C1CCN(Cc2ccccc2)CC1)c1ccccc1	113	/	115	89	118	102	/	114	101
N#Cc1c(-c2cccc([N+](=O)[O-])c2)cc(-c2ccc3ccccc3c2)[nH]c1=O	85	114	92	85	62	55	80	95	36
CN(C)Cc1ccc(O)c(CN(C)C)c1	108	102	117	70	106	101	103	119	101
COc1cc(C2c3cc4c(cc3C(O)C3COCC23)OCO4)cc(OC)c1OC (stereo not given)	/	107	96	85	103	106	95	108	103
C=CC(=O)N1CCN(c2ccc3cccc(NC(=O)c4cnc(C)cn4)c3n2)CC1	9.6*	-13*	23	0.6*	11	5.4*	4.0*	29	25
